GDH-TPI inh – GDH-TPI coupling enzyme inhibitors, primary screen, artefact control for M. tuberculosis FBA inhibitor project, biochemical, absorbance, full deck; GDH-TPI coupled enzyme counterscreen, NADH absorbance; inhibition, % at 4.8 µM; 1.2% of 360,000 active; AID 588335, 2011;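 further: 0% = DMSO wells and 100% = wells lacking the enzyme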
Mtb BioA inh – M. tuberculosis BioA enzyme inhibitors, primary screen, biochemical, plate reader, single point, HTS | inhibition, % at 9.99 µM | 0.096% of 360,000 active | 7,8-diaminopelargonic acid synthase BioA (Mycobacterium tuberculosis) | purified M. tuberculosis BioA enzyme | AID 602481, 2012; in the data active means inhibition above about 40%; inconclusive means no clear call, values can overlap the other calls
UGM FP inh – M. tuberculosis UGM enzyme inhibitors, primary screen, biochemical, fluorescence polarization, single point. 0.06% of 320,000 active. purified UGM, fluorescence polarization probe displacement. UDP-galactopyranose mutase (Mycobacterium tuberculosis (strain ATCC 25618 / H37Rv)), …. inhibition, % at 10 µM; in the data active means inhibition above about 10%, passing the limit was not always enough; inconclusive means no clear call, values can overlap the other calls
Target sequence (P9WIQ1 whole entry, looked up): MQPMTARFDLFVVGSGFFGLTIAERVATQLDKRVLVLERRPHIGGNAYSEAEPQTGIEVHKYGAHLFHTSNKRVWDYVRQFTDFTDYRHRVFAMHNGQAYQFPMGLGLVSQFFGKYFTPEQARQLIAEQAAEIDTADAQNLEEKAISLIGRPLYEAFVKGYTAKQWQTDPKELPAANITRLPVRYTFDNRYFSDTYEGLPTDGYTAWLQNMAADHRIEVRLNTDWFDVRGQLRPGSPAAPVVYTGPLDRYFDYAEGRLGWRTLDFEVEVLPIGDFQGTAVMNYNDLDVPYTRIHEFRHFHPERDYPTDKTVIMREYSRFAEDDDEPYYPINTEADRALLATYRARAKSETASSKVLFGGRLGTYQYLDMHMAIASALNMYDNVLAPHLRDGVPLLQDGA
Mtb FBA inh – Mtb FBA enzyme inhibitors, primary screen, biochemical, fluorescence, strain H37Rv; Fructose-bisphosphate aldolase (Mycobacterium tuberculosis (strain ATCC 25618 / H37Rv)), …; purified M. tuberculosis FBA, fluorescence read-out; inhibition, % at 1 µM; 2.3% of 360,000 active; AID 588726, 2011; in the data active means inhibition above about 27%;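 further: 0% = vehicle and 100% = reference inhibitor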
Target sequence (P9WQA3 whole entry, looked up): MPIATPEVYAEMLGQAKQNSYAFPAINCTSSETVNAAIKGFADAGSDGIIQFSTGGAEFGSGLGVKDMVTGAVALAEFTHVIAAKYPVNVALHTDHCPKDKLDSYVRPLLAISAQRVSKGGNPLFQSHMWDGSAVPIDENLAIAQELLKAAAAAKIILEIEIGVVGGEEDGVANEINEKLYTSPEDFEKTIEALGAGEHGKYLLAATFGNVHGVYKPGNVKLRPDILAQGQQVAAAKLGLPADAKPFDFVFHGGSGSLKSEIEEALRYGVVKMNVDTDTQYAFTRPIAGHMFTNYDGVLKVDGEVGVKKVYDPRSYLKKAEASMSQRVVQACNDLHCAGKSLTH
PrPC surface inh – inhibitors of human cell surface prion protein PrPC, primary screen, cell-based, TR-FRET | TR-FRET read-out | Major prion protein (Homo sapiens), P04156 | inhibition, % at 13.8 µM | 0.43% of 370,000 active; in the data active means inhibition above about 24%; further: 0% = median of the test wells and 100% = reference compound wells
FadD28 binding – inhibitors of FadD28 bisubstrate probe binding, primary screen, biochemical, fluorescence polarization, single point; Mycobacterium tuberculosis FadD28 fatty-acid-AMP ligase; inhibition, % at 12.5 µM; 0.22% of 360,000 active; in the data active means inhibition above about 8.5%, passing the limit was not always enough; inconclusive means no clear call, values can overlap the other calls
CCHFV vOTU inh – CCHFV vOTU protease inhibitors, primary screen, biochemical, Pep-AMC substrate, fluorescence; AID 651958, 2012; 0.55% of 370,000 active; Crimean-Congo hemorrhagic fever virus L polyprotein viral ovarian tumor (vOTU) protease …; inhibition, % at 11.5 µM; further: 0% = vehicle wells with enzyme and 100% = no enzyme wells
BoNT-A LC inh2 – BoNT/A light chain protease inhibitors, primary screen, biochemical, flow cytometry, MLPCN library; Botulinum neurotoxin type A light chain protease (Clostridium botulinum A str. ATCC 3502); multiplex microsphere protease substrate cleavage; inhibition, % at 10 µM; 0.17% of 360,000 active; AID 588499, 2011; in the data active means inhibition above about 30%; inconclusive means no clear call, values can overlap the other calls; further: plate controls were buffer without enzyme for full effect and enzyme alone for no effect
BoNT-F LC inh – BoNT/F light chain protease inhibitors, primary screen, biochemical, flow cytometry, MLPCN library. Botulinum neurotoxin type F light chain protease (Clostridium botulinum). Multiplex microsphere protease cleavage assay. inhibition, % at 10 µM. 0.22% of 360,000 active; in the data active means inhibition above about 35%, passing the limit was not always enough; inconclusive means no clear call, values can overlap the other calls; further: plate controls were buffer without enzyme for full effect and enzyme alone for no effect
An asterisk follows results filed as active; u = inconclusive; x = no result given. Unless noted, no stated cut-off is given here; in the data, active means inhibition above about 30%; inactive means the rest. Rows are unselected. Share with any hit: about 4.8%.

SMILES | GDH-TPI inh | Mtb BioA inh | UGM FP inh | Mtb FBA inh | PrPC surface inh | FadD28 binding | CCHFV vOTU inh | BoNT-A LC inh2 | BoNT-F LC inh
CCNC(=O)N(C)C[C@H]1N[C@@](C)(C(=O)OC)[C@H]2C(=O)N(Cc3ccccc3)C(=O)[C@@H]12 | 0.0 | -0.3 | -3.5 | -2.7 | -4.7 | 0.4 | -9.0 | -0.8 | -6.9
S=c1nn[nH]n1C12CC3CC(CC(C3)C1)C2 | -0.7 | 0.9 | -0.5 | -0.6 | x | 0.7 | x | 1.0 | 6.7
Cc1cccc(NS(=O)(=O)c2ccc(C(=O)NCCCN3CCOCC3)cc2)c1C | 1.7 | 1.0 | -2.6 | 2.1 | 2.3 | 1.2 | 6.9 | -35.1 | -61.7
CCOC(=O)c1cc(OCC)c2c(ccc3cc(OC)ccc32)n1 | 7.1 | -0.5 | x | 18.2 | -2.6 | -2.1 | -28.5 | -0.2 | -1.2
COc1ccc(CCc2nnc(CCC(=O)NCc3cc(C(C)C)no3)o2)cc1 | -4.5 | x | 3.4 | 3.0 | 6.3 | 2.1 | 1.1 | -0.4 | 0.1
COc1cccc(/C=C/C(=O)OCC(=O)NCCNC(=O)COC(=O)/C=C/c2cccc(OC)c2)c1 | 17.2 | -4.7 | -1.5 | 13.8 | -3.4 | -0.4 | 3.3 | 0.7 | 1.5
COC(=O)c1cc(NC(=S)NC(=O)c2ccccc2)ccc1N1CCOCC1 | -9.5 | 0.8 | 1.5 | 2.2 | 10.1 | 2.1 | 6.5 | -0.8 | -5.5
COC(=O)CCCCCCCCC(O)C[N+]1(C)CCOCC1 (configuration not stated) | 5.9 | -0.2 | -1.9 | 1.1 | -2.6 | -2.1 | -9.5 | -0.6 | 0.2
c1ccc(Cn2c(NCc3ccco3)nc3ccccc32)cc1 | -8.5 | 3.5 | 1.6 | 0.4 | -5.4 | 0.2 | 5.2 | u | 5.2
CCCCn1c(=O)n(CC(O)c2ccccc2)c(=O)c2c1ncn2C1CCCC1 (configuration not stated) | -4.0 | 3.2 | -0.2 | 0.4 | 4.8 | -1.6 | 1.8 | 0.0 | 9.7
COc1ccc(C(=O)OCC(=O)NCC2CCCO2)cc1 (configuration not stated) | 1.0 | x | -0.2 | 1.7 | 8.9 | -1.0 | -9.6 | 0.2 | -0.1
O=C(Cc1cn2ccsc2n1)Nc1ccccc1Oc1ccccc1 | -15.1 | x | 1.3 | -2.6 | 0.0 | -2.7 | -5.0 | -0.3 | 7.4
CCCC[C@@H]1CNCCN1CCc1cc(C(F)(F)F)cc(C(F)(F)F)c1 | 4.3 | -1.1 | -1.5 | 4.1 | -7.1 | -5.6 | 23.3 | 0.3 | -13.4
CCOc1ccc(NC(=O)CCC(=O)N/N=C(\C)c2cccs2)cc1 | 8.9 | -1.9 | 0.1 | 7.0 | 1.9 | 0.0 | 4.8 | 1.2 | 0.5
CC[C@@H](CO)C1CC2NC3CC4(c5ccccc5N(C)[C@@H]24)C(O)C31 (some centres not stated) | -0.7 | -1.4 | 0.1 | 0.4 | -4.7 | 0.4 | 3.6 | -0.2 | -6.5
Cc1ccc(N/N=C(\C#N)C(=N)N2CCCCCC2)cc1 | 11.3 | x | -0.1 | -8.1 | -6.6 | -3.1 | 10.2 | -0.6 | 1.8
Cc1cccc(C(=O)Nc2cccc(NC(=O)c3ccccc3)c2)c1 | 11.4 | 0.6 | 0.2 | -0.4 | 10.8 | -1.1 | 8.2 | x | x
CCOC(=O)c1sc(NC(=O)CSc2n[nH]c(CC(C)C)n2)nc1C | 0.4 | x | -1.1 | 1.7 | -1.8 | -0.2 | 3.0 | 0.0 | 3.6
CC(C)N(Cc1cc2ccccc2[nH]c1=O)C(=O)c1ccco1 | 18.9 | x | 0.5 | 6.8 | -4.4 | -0.8 | 9.3 | 0.5 | -2.9
O=C(Cn1nc(C(=O)O)c2ccccc2c1=O)Nc1cc(Cl)ccc1-n1cncn1 | 0.3 | -1.2 | -2.1 | 0.3 | -7.0 | -1.6 | -3.7 | -2.2 | -11.2
Cc1ccc(C(=O)NC(C(=O)Nc2ccccc2)c2ccccc2)cc1 (configuration not stated) | -0.7 | -0.8 | -0.4 | -0.5 | 5.1 | 0.0 | -8.1 | -2.2 | -4.2
Cc1ccc(-c2nnc3sc(CCc4ccccc4)nn23)cc1 | 10.8 | x | -2.3 | 4.4 | 6.2 | -1.7 | 16.0 | 0.0 | 0.6
CC(=O)Nc1ccc(NC(=O)CSc2nnc(NC(=O)c3ccccc3F)s2)cc1 | 8.8 | 1.4 | x | 0.0 | 4.3 | -0.1 | 13.2 | 0.4 | -1.2
O=C(C[C@@H]1C/C=C\C[C@H](NC(=O)OCC2c3ccccc3-c3ccccc32)C(=O)OC[C@H]2CCCN2C1=O)NCCO | 3.5 | -0.4 | x | 4.0 | x | 0.3 | x | -0.4 | -5.8
Cc1ccccc1-n1c(Cn2c(=O)sc3ccccc32)nnc1SCC(=O)Nc1nccs1 | 2.0 | -1.0 | -1.8 | -0.3 | -2.3 | -4.0 | 1.9 | -0.2 | -1.5

Whole records as entered above. Values in the order: GDH-TPI inh | Mtb BioA inh | UGM FP inh | Mtb FBA inh | PrPC surface inh | FadD28 binding | CCHFV vOTU inh | BoNT-A LC inh2 | BoNT-F LC inh
Cc1ccc(N/N=C(\C#N)C(=N)N2CCCCCC2)cc1 is entered as 11.3 | x | -0.1 | -8.1 | -6.6 | -3.1 | 10.2 | -0.6 | 1.8
COc1cccc(/C=C/C(=O)OCC(=O)NCCNC(=O)COC(=O)/C=C/c2cccc(OC)c2)c1 is entered as 17.2 | -4.7 | -1.5 | 13.8 | -3.4 | -0.4 | 3.3 | 0.7 | 1.5
COc1ccc(C(=O)OCC(=O)NCC2CCCO2)cc1 (configuration not stated) is entered as 1.0 | x | -0.2 | 1.7 | 8.9 | -1.0 | -9.6 | 0.2 | -0.1
CCNC(=O)N(C)C[C@H]1N[C@@](C)(C(=O)OC)[C@H]2C(=O)N(Cc3ccccc3)C(=O)[C@@H]12 is entered as 0.0 | -0.3 | -3.5 | -2.7 | -4.7 | 0.4 | -9.0 | -0.8 | -6.9

Following part:
SMILES | GDH-TPI inh | Mtb BioA inh | UGM FP inh | Mtb FBA inh | PrPC surface inh | FadD28 binding | CCHFV vOTU inh | BoNT-A LC inh2 | BoNT-F LC inh
CN(C)C1=C(Cl)C(=O)N(c2ccc(Cl)c(Cl)c2)C1=O | 0.0 | 0.0 | 0.3 | 3.2 | 9.8 | -0.2 | -5.8 | -0.2 | -3.4
Cc1nc2c(-c3ccc(Cl)cc3)cnn2c2c1CCC2 | 7.8 | x | -3.1 | -4.2 | -2.1 | -1.6 | -6.7 | 0.1 | -0.3
CC1(C)OC(=O)C(=CNC(=O)c2c(F)cccc2F)C(=O)O1 | 0.6 | x | 1.9 | 2.0 | 0.6 | -0.6 | -15.1 | 1.4 | 6.1
O=C(CNC(=O)c1ccc(Br)cc1)N/N=C/c1cccnc1 | -13.6 | 8.7 | 0.5 | 4.9 | 1.9 | -2.6 | 1.8 | -0.2 | -2.9
O=C(COc1ccc(-c2ccccc2)cc1)NNC(=O)NC1CCCCC1 | 2.2 | x | -1.4 | -0.4 | 7.2 | -0.3 | 1.4 | 0.7 | -4.4
C[C@@H](O)C(C(=O)N1CCNCC1)n1cc([C@@H](N)CCCCN)nn1 (some centres not stated) | 1.8 | 0.7 | -2.9 | -0.2 | 3.9 | -3.9 | 27.8 | 0.1 | -7.9
COc1cccc(Cn2nnc(C(=O)Nc3ccc(C)cc3)c2N)c1 | -1.0 | -1.4 | -2.3 | 0.3 | 11.7 | -1.8 | -3.7 | -0.7 | -1.2
CCc1nnc(NC(=O)C2CCCN2S(=O)(=O)c2ccc(C)cc2)s1 (configuration not stated) | -11.3 | -1.8 | 0.9 | -9.1 | 7.8 | -3.2 | 8.9 | -0.2 | u
COc1ccc(C(C#N)N2N=C(C)CC2c2ccccc2)cc1 (configuration not stated) | -3.9 | -1.8 | -0.9 | -0.5 | -0.5 | -2.6 | -11.9 | -0.5 | 14.8
Cc1ccsc1C(=O)Nc1ccc(F)c([N+](=O)[O-])c1 | 9.4 | -0.4 | -0.2 | 0.3 | -32.3 | 0.5 | -11.9 | 2.4 | 12.4
O=C(O)CCNC(=O)c1ccc(Br)o1 | -8.3 | -5.4 | 0.8 | 4.6 | 9.8 | -2.5 | 6.9 | 0.7 | 19.5
O=C(Cc1ccccc1)NCC(=O)N1CCN(Cc2cccc(Cl)c2)CC1 | -1.1 | -1.7 | 1.2 | -0.9 | 0.1 | -3.6 | 1.0 | -3.1 | -5.0
O=C(NCCN1CCOCC1)c1cc(S(=O)(=O)Nc2ccccc2F)c(Cl)cc1Cl | -4.3 | -1.7 | -0.2 | 6.9 | 7.2 | 0.9 | 0.4 | -0.5 | -0.8
COC(=O)c1sc(NC(=O)COc2ccccc2)nc1C | 16.1 | 1.2 | 0.4 | -0.8 | 3.6 | 1.3 | 2.2 | -0.4 | 4.2
Cc1c(Cl)cccc1NC(=S)NC(=O)c1ccccc1 | -3.5 | -2.4 | x | -4.0 | 4.0 | -4.1 | 17.0 | -0.1 | 7.5
O=C(Nn1c(C2CCCCC2)nc2ccccc2c1=O)c1ccc(Cl)c([N+](=O)[O-])c1 | 1.2 | x | 0.8 | -4.0 | -10.5 | -1.1 | 11.0 | -0.2 | -7.6
CC(C)(C)c1ccccc1NC(=O)Cn1c(=O)cnc2ccccc21 | -1.2 | x | -3.1 | 3.6 | -5.7 | -1.5 | -5.6 | 0.1 | -0.9
CN(Cc1ccccc1)C(=O)c1cc(-c2ccc(Br)cc2)on1 | 11.2 | -2.2 | 1.0 | -1.4 | 6.3 | -0.7 | -11.9 | -1.3 | -2.4
c1ccc(COc2cccc(-c3cc4nc(NCc5ccc6c(c5)OCO6)ccn4n3)c2)cc1 | 8.8 | -1.6 | x | 12.6 | 8.9 | -1.7 | -17.1 | 0.1 | -3.1
O=c1[nH]c(=S)[nH]c2c1C(c1ccccc1)OC(C1CCCCC1)C2 (configuration not stated) | x | x | x | x | -4.6 | x | -1.4 | -0.2 | -3.2
COc1ccccc1NC(=O)CSc1nnc(-c2ccco2)o1 | 4.4 | 2.2 | -1.4 | -1.0 | 0.8 | -4.1 | -6.0 | 0.2 | 5.4
O=C(COc1ccccc1Br)c1ccc(O)cc1O | 44.3* | 0.3 | 2.0 | -0.6 | -11.4 | -3.8 | 23.9 | 1.0 | -4.5
N/C(Cc1cccc2ccccc12)=N\O | 18.4 | x | 7.2 | -1.9 | -3.1 | -1.8 | -9.8 | -5.9 | u
S=C(NCCc1ccc(Cl)cc1)Nc1ccc(Cl)cc1Cl | 2.6 | x | 1.7 | 1.5 | 14.9 | -2.1 | 16.6 | -0.5 | -1.0
CCCCCCCCCCOC(=O)Cn1c(COc2cccc(C)c2)[n+](C)c2ccccc21 | 8.5 | 13.3 | -1.1 | -4.4 | 10.1 | -49.7 | 17.6 | -1.6 | -45.1
O=C1c2ccccc2C(=O)N1CCCc1nc2ccccc2c(=O)n1Cc1ccco1 | 5.7 | 1.4 | -0.2 | 1.2 | -6.2 | -2.3 | 0.5 | 0.7 | u
O=C(COC(=O)c1cccs1)Nc1nnc(-c2ccccc2)o1 | 2.8 | x | 2.9 | 2.1 | 5.3 | -1.3 | -1.0 | 0.2 | 6.9
CCC(C)c1ccc(NC(=O)c2cnn3c(C(F)F)cc(C)nc23)cc1 (configuration not stated) | 6.9 | -1.9 | 1.3 | 0.1 | -0.9 | -2.5 | -0.5 | -0.3 | -3.4
